# Assay outcomes deposited in PubChem BioAssay by National Center for Advancing Translational Sciences (NCATS).
# Vif-A3G inh = qHTS for Inhibitors of Vif-A3G Interactions: qHTS; DNA dC->dU-editing enzyme APOBEC-3G (Homo sapiens), Q9HC16; HeLa A3G-eYFP + Vif (tagged APOBEC3G with the HIV-1 protein that degrades it), YFP fluorescence, overnight; Potency, µM (highest dose often 46.1 µM), inactives show top-dose activity, negative = active, hits mostly inhibitors; hit rate 0.076% among 410,000; AID 602310, 2012;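 further: potency means the concentration at half of the fitted maximal effect; on the % scale 0 is the no-effect control and ±100 the full control effect; nearly all actives have a fitted effect of over 60% in size; hits raise eYFP signal because A3G escapes Vif-driven loss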
# Target sequence (Q9HC16 whole entry, looked up): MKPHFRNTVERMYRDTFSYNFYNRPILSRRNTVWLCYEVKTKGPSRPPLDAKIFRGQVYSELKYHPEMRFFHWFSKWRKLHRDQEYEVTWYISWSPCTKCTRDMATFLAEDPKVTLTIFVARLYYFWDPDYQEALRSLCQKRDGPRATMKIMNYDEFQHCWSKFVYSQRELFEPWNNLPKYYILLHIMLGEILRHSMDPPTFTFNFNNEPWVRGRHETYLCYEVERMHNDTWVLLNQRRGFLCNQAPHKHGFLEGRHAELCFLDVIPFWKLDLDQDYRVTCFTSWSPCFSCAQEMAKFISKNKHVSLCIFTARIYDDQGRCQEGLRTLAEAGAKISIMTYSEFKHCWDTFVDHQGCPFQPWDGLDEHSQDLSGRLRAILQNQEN
#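 HeLa cells stably expressing Vif and C-terminally eYFP-tagged A3G, seeded overnight at 37 deg C, then exposed to compound by pintool overnight at 37 deg C. Rise in yellow fluorescence (Ex 488/Em 500-530, Acumen) marks blocked Vif-driven A3G degradation.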
# GRP78 ERSR act = qHTS for Inducers of the Endoplasmic Reticulum Stress Response (ERSR) in Human Glioma: qHTS; Potency, µM, for the others: at the top dose activation, most hits filed as activators; hit rate 0.02% among 420,000; U87-MG GRP78 promoter luciferase reporter, 16 h; further: potency means the concentration at half of the fitted maximal effect; series mostly up to about 76 µM; % of control where 0% means no effect; nearly all actives have a fitted effect of over 35% in size
#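 ERSR induction read as luciferase luminescence (Bright-Glo, 10 min at room temperature) in stably transfected human U87-MG glioma cells exposed to compounds for 16 h, using GRP78 as sensor.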
# LDHA inh = qHTS assay for inhibitors of human lactate dehydrogenase; L-lactate dehydrogenase A chain (Homo sapiens), P00338; purified LDHA, NADH/diaphorase-resazurin fluorescence; hits give low values; activity change, % (values are at about 110 or 230 µM); hit rate 0.15% among 480,000; in the data active means activity change below about -30%; inconclusive means mostly about -25% to -30%;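 further: plate controls were DMSO wells for no effect and wells without enzyme for full effect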
#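 Remaining NADH was detected by diaphorase (0.133 mg/mL) converting 37 µM resazurin to fluorescent resorufin, read at 0 and 20 minutes. The preceding 5-minute room-temperature reaction used 2 nM LDHA, 0.2 mM sodium pyruvate and 0.06 mM NADH at pH 7.4.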
# * = called active by the depositor; ? = inconclusive. Unless noted, the call rests on the fitted dose curve; in most records, active means well fitted curve in the direction sought with a large enough effect; inconclusive means small, poorly fitted or top-dose-only effect, or another doubt; inactive means no such curve, though single readings can be large; an effect the other way counts as inactive or inconclusive. An excerpt (hit frequency here may not be typical).
# Values run as follows: Vif-A3G inh	GRP78 ERSR act	LDHA inh
- CC1(C(=O)NS(=O)(=O)c2ccc3ccccc3c2)CCN1C(=O)C1(c2ccc(Cl)cc2)CCC1 (centres undefined)
    -10.2%	2.6%	-10.7
- CC1(C(=O)NS(=O)(=O)c2ccccc2C(F)(F)F)CCN1C(=O)COc1ccc(Cl)cc1 (centres undefined)
    -6.4%	-3.7%	0.7
- CCc1nc2c(OCc3cccc(OC)c3)cccn2c1N(C)C(=O)c1ccc(OC)cc1
    -8.6%	-1.2%	-3.8
- Cc1ccc(C(O)c2ncc(-c3cccc(C(F)(F)F)c3)[nH]2)cc1F (centres undefined)
    -11.8%	-1.5%	-9.3
- COc1cc(CNc2ncnc3c2ncn3[C@H]2CN(Cc3ccc(C(=O)O)cc3)C[C@@H](CO)O2)cc(OC)c1OC
    -1.4%	-2.4%	-0.2
- CCCS(=O)(=O)NC(=O)C1(C)CCCN(C(=O)c2cc(-c3ccccc3)cs2)C1 (centres undefined)
    1.6%	0.6%	-4.1
- CC(=NOC(=O)c1ccc(F)cc1)c1nccs1
    0.5%	-2.4%	-5.8
- CCCCC(=O)N(C)c1c(CC)nc2c(OCCOC)cccn12
    -1.7%	-0.6%	-2.0
- Nc1nc2cc(Cl)ccc2n1N
    1.2%	4.0%	-8.4
- CC1(C(=O)NS(=O)(=O)c2ccc(Br)cc2)CCN1C(=O)c1cccc(F)c1 (centres undefined)
    0.4%	-2.4%	-11.4
- COc1ccccc1CCC(=O)Nc1ccc2c(c1)c(=O)n(C)n2Cc1cccc(C(F)(F)F)c1
    -16.6%	-4.4%	-1.1
- CC1(C(=O)NS(=O)(=O)Cc2cccc(Cl)c2)CCN1C(=O)c1ccc(C2CCCCC2)cc1 (centres undefined)
    -4.1%	-2.0%	-7.7
- NC[C@H]1O[C@@H](n2ccc(N)nc2=O)[C@H](O)[C@@H]1O
    -11.8%	5.2%	-11.9
- CCCNC(=O)C1(C)CCN(C(=O)C(c2ccccc2)c2ccccc2)C1 (centres undefined)
    -0.3%	-0.7%	-9.2
- COc1ccc(CNC(=O)Nc2nnc([C@H]3C[C@H](O)[C@@H](CO)O3)s2)cc1
    -4.9%	-1.8%	-6.6
- CCOC(=O)C1(C)CCCN(C(=O)c2cccc3ccccc23)C1 (centres undefined)
    4.0%	-2.3%	-14.6
- Cc1ccc(S(=O)(=O)N2C[C@H]3C(=O)C[C@@H]4C(=O)N(c5ccccc5)C(=O)[C@@H]4[C@@H]3C[C@@H]2c2ccccc2)cc1
    -0.9%	-0.5%	-10.4
- NC(Cc1ccc(C(F)(F)F)cc1)c1csc(Nc2ccccn2)n1 (centres undefined)
    -17.8%	-2.4%	-10.4
- O=S1(=O)C=C[C@@H](CO)N1Cc1ccc(Br)cc1
    -1.3%	-3.0%	-2.1
- CC1(C(=O)NS(=O)(=O)c2ccc(Cl)s2)CCN1C(=O)c1ccccc1CCc1ccccc1 (centres undefined)
    -20.3%	-0.7%	-12.4
- CC1=C(C(=O)N(C)C)CC(CC(=O)NCCCN(C)C)C(=O)N1CCCN1CCCC1=O (centres undefined)
    -1.5%	-4.4%	-1.4
- Cc1cccc(S(=O)(=O)NC(=O)C2(C)CCN2C(=O)C/C=C/c2ccccc2)c1 (centres undefined)
    -1.8%	-4.4%	-14.9
- Nc1nc2c(ncn2[C@@H]2O[C@H](CNC(=O)[C@H](N)Cc3cncn3COCc3ccccc3)[C@@H](O)[C@H]2O)c(=O)[nH]1
    -4.1%	-2.6%	-2.8
- Cc1ccccc1-c1cc2nc(NCc3ccc4occc4c3)n(C)c(=O)c2s1
    -15.0%	-1.1%	-3.7
- C[C@@H]1CN([C@H](C)CO)C(=O)CCCn2cc(nn2)CO[C@H]1CN(C)C(=O)c1ccncc1
    1.1%	-5.1%	-4.8
- COc1ccc(CN2C[C@@H](CO)O[C@@H](n3cnc4c(NCCCO)ncnc43)C2)cc1
    -35.4%	-2.9%	-0.8
- COc1cc(-c2cc3nc(NCc4cccs4)ccn3n2)cc(OC)c1OC
    ?	-5.3%	10.0
- CN(CCc1ccccc1)C(CCc1ccccc1)C(=O)Nc1ccc2c(c1)OCCO2 (centres undefined)
    0.2%	-1.9%	-0.7
- Clc1cccc(-c2ccc3nccn3c2)c1Cl
    2.4%	0.4%	-14.0
- COC(=O)C1CCN(C2CN(Cc3ccc(F)cc3)S(=O)(=O)C2)CC1 (centres undefined)
    -3.4%	-2.2%	-4.0

# Random excerpt: 6 entries already listed, in no set order.
# Values run as follows: Vif-A3G inh	GRP78 ERSR act	LDHA inh
- Cc1ccc(S(=O)(=O)N2C[C@H]3C(=O)C[C@@H]4C(=O)N(c5ccccc5)C(=O)[C@@H]4[C@@H]3C[C@@H]2c2ccccc2)cc1
    -0.9%	-0.5%	-10.4
- COc1ccc(CNC(=O)Nc2nnc([C@H]3C[C@H](O)[C@@H](CO)O3)s2)cc1
    -4.9%	-1.8%	-6.6
- CCCCC(=O)N(C)c1c(CC)nc2c(OCCOC)cccn12
    -1.7%	-0.6%	-2.0
- CC1(C(=O)NS(=O)(=O)c2ccc(Cl)s2)CCN1C(=O)c1ccccc1CCc1ccccc1 (centres undefined)
    -20.3%	-0.7%	-12.4
- CN(CCc1ccccc1)C(CCc1ccccc1)C(=O)Nc1ccc2c(c1)OCCO2 (centres undefined)
    0.2%	-1.9%	-0.7
- Nc1nc2c(ncn2[C@@H]2O[C@H](CNC(=O)[C@H](N)Cc3cncn3COCc3ccccc3)[C@@H](O)[C@H]2O)c(=O)[nH]1
    -4.1%	-2.6%	-2.8

# (cont.)
# Values run as follows: Vif-A3G inh	GRP78 ERSR act	LDHA inh
- Cc1cc(C)c2c(CN(Cc3ccccc3)Cc3ccccc3)cc(=O)oc2c1
    -4.5%	-5.1%	-14.5
- Cc1ccccc1S(=O)(=O)NC(=O)C1(C)CCN1C(=O)C(C)(C)c1ccccc1 (centres undefined)
    -0.4%	4.3%	-7.5
- CCc1nc2c(OCC=C(C)C)cccn2c1N(C)C(=O)c1ccccc1F
    3.7%	-4.9%	3.1
- COc1c(C)cc(C(O)c2ncc(-c3ccccc3)[nH]2)cc1C (centres undefined)
    ?	-2.7%	-11.1
- CC1(C(=O)NS(=O)(=O)C2CC2)CCCN(C(=O)Cc2ccc3ccccc3c2)C1 (centres undefined)
    -1.6%	1.1%	-2.7
- COc1ccc(NC(=O)c2cc(C3CCCCN3C(=O)C3CCCCC3)on2)c(C)c1 (centres undefined)
    -1.4%	-0.2%	-0.1
- COc1ccc(-c2coc3c(C(=O)Nc4cccc(C(C)=O)c4)cccc23)c(C)c1
    1.5%	-2.1%	-7.7
- CCCCN(C)c1c(C)nc2ccc(C(=O)N(C)CCN(C)C)cn12
    0.9%	-3.4%	3.7
- CC1=C(C(=O)N(C(C)C)C(C)C)CC(CC(=O)NCc2cccs2)C(=O)N1CCC1=CCCCC1 (centres undefined)
    -3.0%	-2.6%	-2.5
- CCCc1nc2ccc(Br)cn2c1Cc1ccccc1OC
    -9.7%	-5.4%	1.0
- COc1cccc(C(C)(O)c2nc(-c3ccc(C)c(C)c3)cs2)c1 (centres undefined)
    -2.5%	-0.7%	-3.4
- O=C1OC(c2ccc(F)cc2)CC1CN1CCOCC1 (centres undefined)
    -14.4%	-3.3%	-9.8
- CCOC(=O)CNC(=O)N(C)[C@H]1C[C@H]2c3[nH]c4ccccc4c3CCN2C[C@H]1[C@H](C)O
    -1.8%	-2.7%	-5.9
- Cc1cc(C)cc(CC(=O)N2CCC2(C)C(=O)NS(=O)(=O)c2ccc(C(C)(C)C)cc2)c1 (centres undefined)
    -5.3%	-1.9%	-6.1
- CCCNC(=O)C1(C)CCCN(Cc2ccccc2F)C1 (centres undefined)
    -2.3%	-2.6%	-0.3
- OC(c1cccc(Cl)c1)c1nc(-c2ccc(F)c(Cl)c2)cs1 (centres undefined)
    -4.6%	-3.9%	-3.2
- CCNC(=O)C1CCCN(C(=O)c2cnc3ccccc3n2)CC1 (centres undefined)
    -2.3%	-3.7%	-3.2
- Cc1noc(C)c1C(=O)N1CCCC(C)(C(=O)NS(=O)(=O)C2CC2)C1 (centres undefined)
    -3.6%	-0.9%	-12.5
- CCCNC(=O)C1(C)CCN(Cc2ccc(-n3ccnc3)cc2)C1 (centres undefined)
    3.1%	-3.2%	-9.9
- CC(=O)C1=CCC(c2ccccc2Cl)N(S(=O)(=O)c2ccc(C)cc2)C1 (centres undefined)
    -12.8%	-0.2%	-3.3
- O=C(c1ccc(=O)[nH]c1)N(c1ccccc1)C(CCc1ccccc1)c1nc2ccccc2[nH]1 (centres undefined)
    -4.4%	0.7%	-5.0
- COc1ccc(-c2cc(C(=O)Nc3cc(OC)c(OC)c(OC)c3)[nH]n2)c(C)c1
    -25.6%	2.2%	-3.9
- CCN(CC)C(=O)c1ccc2nc([C@H]3C[C@H](O)[C@@H](CO)O3)[nH]c2c1
    1.5%	4.2%	-3.7
- COc1ccc(-c2nc3c(Cl)cc(C(F)(F)F)cn3c2Cc2cccc(F)c2)cc1OC
    0.6%	-0.5%	0.8
- CC(C)(C(=O)N1CCC1(C)C(=O)NS(=O)(=O)c1ccccc1Cl)c1ccccc1 (centres undefined)
    2.0%	-2.2%	-8.0
- COc1ccc(-c2cnc3c(NC=O)cc(-c4ccc(C(=O)N5CCOCC5)cc4)cn23)cc1OC
    ?	-0.9%	1.2
- CN1CCCC(C)(C(=O)Nc2ccc3scnc3c2)C1 (centres undefined)
    0.3%	-2.0%	0.2
- OCCN1CCN(c2nccn3ccnc23)CC1
    -6.3%	1.1%	-3.1
- CC(C)CNc1ncnc2c1ncn2[C@H]1CN(Cc2ccc(Cl)cc2)C[C@@H](CO)O1
    -4.8%	-3.3%	-9.2
- COCCNC(=O)C1(C)Cc2c(-c3cccc(C(N)=O)c3)ccnc2O1 (centres undefined)
    -3.8%	3.6%	-3.5

# In the list so far, three have bromine.
# Values run as follows: Vif-A3G inh	GRP78 ERSR act	LDHA inh
- CC1(C(=O)NS(=O)(=O)c2ccc(Br)cc2)CCN1C(=O)c1cccc(F)c1 (centres undefined)
    0.4%	-2.4%	-11.4
- O=S1(=O)C=C[C@@H](CO)N1Cc1ccc(Br)cc1
    -1.3%	-3.0%	-2.1
- CCCc1nc2ccc(Br)cn2c1Cc1ccccc1OC
    -9.7%	-5.4%	1.0

# Other records follow:
O=C(Nc1cccc(Cl)c1)c1csc(COCCO)n1
  Vif-A3G inh: 2.2%; GRP78 ERSR act: -0.1%; LDHA inh: -0.2
CCc1cnc(Nc2nc(C(N)Cc3ccc(F)cc3)cs2)nc1 (centres undefined)
  Vif-A3G inh: -18.2%; GRP78 ERSR act: -4.3%; LDHA inh: -3.7
COCCNc1nc(NCCOc2ccccc2Cl)c2sc(-c3ccccc3)cc2n1
  Vif-A3G inh: -6.9%; GRP78 ERSR act: -1.7%; LDHA inh: -7.0
CC(=O)OC[C@@H]1CN(Cc2ccccc2)C[C@H](n2ccc3c(N)ncnc32)O1
  Vif-A3G inh: 3.9%; GRP78 ERSR act: -2.5%; LDHA inh: -2.7
COc1ccc(-c2ccc(C(=O)Nc3cccc(N(C)C)c3)c3occc23)c(C)c1
  Vif-A3G inh: -1.9%; GRP78 ERSR act: 2.5%; LDHA inh: -3.5
CCCNC(=O)C1(C)CCCN(CC(=O)c2ccccc2OC)C1 (centres undefined)
  Vif-A3G inh: 0.9%; GRP78 ERSR act: -2.4%; LDHA inh: -1.9
CCOC(=O)C1(C)CCCCCN1C(=O)c1ccc(SC(F)(F)F)cc1 (centres undefined)
  Vif-A3G inh: 1.0%; GRP78 ERSR act: -1.0%; LDHA inh: -3.3
CC(C)CC(N)c1csc(Nc2ccccn2)n1 (centres undefined)
  Vif-A3G inh: -2.6%; GRP78 ERSR act: -2.7%; LDHA inh: -6.6
COc1cccc(-c2cc(NC=O)c3ncc(-c4cccc(C(=O)N(C)C)c4)n3c2)c1
  Vif-A3G inh: ?; GRP78 ERSR act: -3.1%; LDHA inh: 3.8
OC[C@@H]1CN(Cc2ccncc2)C[C@H](n2cnc3c(N4CCCC4)ncnc32)O1
  Vif-A3G inh: -2.6%; GRP78 ERSR act: -2.4%; LDHA inh: -5.3
